# High-throughput results from PubChem BioAssay.
# CHRM4 antagonist: antagonists of human muscarinic M4 receptor (CHRM4); P08173; CHO-hM4 cells, ACh EC80, Fluo-8 calcium fluorescence; inhibition, % at 3 µM; 360,000 tested, 0.73% active;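 active means inhibition above its plate's cutoff, the mean inhibition of sample wells plus 3 SD, cut at about 27% in these data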;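 further: 0% = acetylcholine EC80 with DMSO and 100% = DMSO without agonist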
# Target sequence (P08173 whole entry, looked up): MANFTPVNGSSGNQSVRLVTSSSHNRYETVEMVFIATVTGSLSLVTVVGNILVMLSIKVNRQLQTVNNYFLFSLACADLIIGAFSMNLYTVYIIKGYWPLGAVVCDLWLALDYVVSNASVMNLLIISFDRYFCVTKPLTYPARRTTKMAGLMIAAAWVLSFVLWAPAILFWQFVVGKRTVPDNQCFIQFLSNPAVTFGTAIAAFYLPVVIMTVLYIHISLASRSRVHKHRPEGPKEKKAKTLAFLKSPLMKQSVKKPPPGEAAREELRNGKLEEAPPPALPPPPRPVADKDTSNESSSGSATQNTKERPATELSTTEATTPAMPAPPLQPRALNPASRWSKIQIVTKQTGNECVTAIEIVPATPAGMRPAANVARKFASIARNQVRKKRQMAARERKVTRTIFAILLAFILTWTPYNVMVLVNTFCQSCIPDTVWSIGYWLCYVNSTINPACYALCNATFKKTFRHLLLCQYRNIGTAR
# M4 PAM: CHRM4 positive allosteric modulation | P08173 | CHO-K1 hM4/Gqi5, Fluo-8 calcium fluorescence, ACh EC20; 0% = ACh EC20, 100% = maximal ACh | activation, % at 3 µM | 360,000 tested, 0.4% active | AID 624126;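 active means activation above its plate's cutoff, the mean activation of sample wells plus 3 SD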; further: some results filed as inactive read as strong as hits
# M5 ag: CHRM5 agonism in calcium assay. AID 624037. activation, % at 3 µM. P08912. CHO-K1 hM5 cells, Fluo-8 calcium fluorescence; 0% DMSO wells, 100% maximal acetylcholine response. 360,000 tested, 0.19% active;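 active means activation above the run's mean over test compounds plus 3 SD, cut at about 23% in these data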;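 further: signal is peak over basal fluorescence ratio across the kinetic read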
# M1 PAM: potentiates human M1 receptor response to acetylcholine. CHO-K1 hM1, Fluo-8 calcium fluorescence, ACh EC20; 0% = ACh EC20, 100% = maximal ACh. activation, % at 3 µM. P11229. 360,000 tested, 0.088% active; in the data active means activation above about 19%, passing the limit was not always enough
# Target sequence (P11229 whole entry, looked up): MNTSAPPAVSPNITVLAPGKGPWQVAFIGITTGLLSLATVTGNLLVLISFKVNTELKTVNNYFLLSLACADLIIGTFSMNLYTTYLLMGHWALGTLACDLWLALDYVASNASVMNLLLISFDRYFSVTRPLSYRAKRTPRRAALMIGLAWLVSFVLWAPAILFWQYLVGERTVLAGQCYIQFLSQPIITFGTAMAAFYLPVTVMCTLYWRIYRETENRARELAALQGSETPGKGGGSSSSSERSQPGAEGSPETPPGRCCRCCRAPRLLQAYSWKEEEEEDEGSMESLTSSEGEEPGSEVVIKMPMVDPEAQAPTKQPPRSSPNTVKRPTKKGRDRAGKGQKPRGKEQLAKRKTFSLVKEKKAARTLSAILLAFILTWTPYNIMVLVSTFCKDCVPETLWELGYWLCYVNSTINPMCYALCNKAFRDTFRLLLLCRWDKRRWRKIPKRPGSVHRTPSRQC
# CHRM1 antagonist: blocks human M1 muscarinic receptor; inhibition, % at 3 µM; CHO-K1 hM1, Fluo-8 calcium fluorescence, ACh EC80 antagonist; AID 588852; 360,000 tested, 1.3% active;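 active means percent inhibition above its own plate's cutoff, namely the mean of that plate's compound wells plus 3 SD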;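 further: peak over basal fluorescence ratio during 140 s after agonist addition; 0% = ACh EC80 plus DMSO and 100% = DMSO alone without agonist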
# M5 antag: CHRM5 antagonism in calcium assay; CHO-hM5 cells, Fluo-8 calcium fluorescence, ACh EC80; inhibition, % at 3 µM; 360,000 tested, 0.59% active; AID 624040;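 active means inhibition above a per-plate cutoff, the mean of that plate's test compounds plus 3 SD, cut at about 27% in these data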;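 further: 0% = acetylcholine EC80 with DMSO and 100% = DMSO without agonist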
# M4 ag: CHRM4 agonism in calcium assay; 360,000 tested, 0.14% active; CHO-K1 hM4/Gqi5, Fluo-8 calcium fluorescence; vehicle 0%, full acetylcholine response 100%; activation, % at 3 µM; P08173;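 active means activation above the run mean over all test wells plus 3 SD, cut at about 32% in these data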;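 further: peak over basal fluorescence ratio per well then scaled between controls; 0% = DMSO wells and 100% = acetylcholine at EC100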
# M5 PAM: potentiates acetylcholine response at human M5 receptor; P08912; CHO-K1 hM5, Fluo-8 calcium, ACh EC20 PAM; 0% = ACh EC20, 100% = ACh EC100; activation, % at 3 µM; 360,000 tested, 0.3% active; AID 624038;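 active means activation above the run cutoff, the mean activation of all test compounds plus 3 SD, cut at about 18% in these data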
#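 Assay system: CHO-K1 hM5 cells. Also added: acetylcholine at EC20 concentration, added after compound. Dosing: 3 µM, single dose. Times: compound preincubation 140 s before EC20 acetylcholine addition. Signal: Fluo-8 calcium fluorescence. Measure: % activation relative to EC20 and EC100 ACh responses. Repeats: singlicate, one well per test compound.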
# CRFBP-R2 agonist: CRF-BP/CRF-R2 complex agonism; HEK293 CRF-R2/CRF-BP, calcium dye fluorescence (FLIPR); percent of saturating CRF peptide response; activation, % at 13.2 µM; 350,000 tested, 0.46% active; AID 588473;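 active means activation of at least 50%, plus an integration ratio under a set limit after plate pattern correction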;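 further: plate controls were neutral control wells without compound for no effect and CRF at EC100 for full effect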
# Active calls of the source: *; / = not tested or not shown.
SMILES,CHRM4 antagonist,M4 PAM,M5 ag,M1 PAM,CHRM1 antagonist,M5 antag,M4 ag,M5 PAM,CRFBP-R2 agonist
COc1ccc(OC)c(/C=N/NC(=O)c2cc[n+](CC(=O)c3ccccc3)cc2)c1,-5,3,3,10,-5,-1,2,-8,27
COc1ccc(NC(=O)Nc2ccc3c(c2)C(=O)N([C@H](C)CO)C[C@H](C)[C@@H](CN(C)C(=O)Nc2ccc4c(c2)OCO4)O3)cc1,3,7,3,12,-3,1,0,9,-1.2
Cc1nn(C)cc1C=NCCOCc1ccccc1,-2,-1,1,5,-1,2,1,1,-0.4
CCOC(=O)c1cnc(SCC(=O)Nc2nc(C)c(C)s2)nc1N,6,-4,-3,3,0,5,1,-5,-3.7
Cc1nc2ccccc2n1C(C)c1nc2ccccc2n1CC(=O)c1ccsc1 (centres undefined),-12,-4,-1,/,/,5,2,-3,/
Fc1cccc(/C=N/Nc2cc(N3CCOCC3)ncn2)c1,-1,2,0,10,-22,-3,1,11,-0.5
CC(OC(=O)C(C)N1C(=O)C2C3C=CC(C4CC34)C2C1=O)C(=O)c1ccccc1 (centres undefined),-1,-3,0,7,-4,0,5,-6,-5.0
Cc1ccccc1-c1nc2sc3c(c2c(=O)n1N)CCCC3,17,2,-1,-2,9,-4,-1,1,-1.1
COc1ccc(-c2cc(=O)[nH][nH]2)cc1OC,8,2,-1,-2,5,-8,0,2,-1.0
Cn1c(NC(=O)c2ccccc2NC(=O)C(C)(C)C)nc2ccccc21,-19,-8,-4,-5,1,7,9,-16,1.7
O=c1oc2cc(O)ccc2cc1-c1ccc(F)cc1,-3,7,1,3,-21,0,2,-1,-0.1
CCN(CC)c1ccc2cc(C(=O)O)c(=O)oc2c1,5,-6,0,2,-4,2,1,-2,12
CCN1C(=O)/C(=C\c2ccncc2)SC1=S,-1,-8,8,1,2,7,1,1,-1.5
CCOC(=O)c1c(NC(=O)CSc2ncnc3ccccc23)sc(C(C)=O)c1C,-2,-5,-2,-7,5,7,0,-4,6.2
CN(c1ccc(C(=O)NC2CCCCC2)cc1)S(=O)(=O)c1ccccc1,-8,-2,-2,4,-9,0,5,1,0.4
Cc1ccc(N2CCN(S(=O)(=O)N(C)C)CC2)cc1Cl,1,5,3,3,12,-11,1,9,2.3
COc1ccccc1C(=O)NC(CCSC)C(=O)OCC(=O)N1CCN(S(=O)(=O)c2ccc(C)cc2)CC1 (centres undefined),-12,-3,0,1,-6,-10,10,-7,1.2
CCN(CC)CCN1C(=O)c2oc3ccc(F)cc3c(=O)c2C1c1ccncc1 (centres undefined),0,-5,4,-4,8,9,13,-12,4.3
Cc1noc(C(=O)Nc2ccc(F)cc2F)c1Cl,3,-2,-4,-2,9,1,0,0,-1.7
CC1(C)CC(=O)C2=C(C1)NC(=O)CC2c1cc(F)ccc1F (centres undefined),7,9,-10,-2,6,-2,1,2,-0.6
c1ccc(N=C(c2cccs2)N2CCOCC2)cc1,1,4,-6,5,-13,-4,1,-2,-1.1
COCCNC(=O)[C@@H]1CSC2c3ccc(OC)c(OC)c3C(=O)N21 (some centres undefined),-1,5,-4,7,-4,20,0,-4,-0.3
COc1ccc(NC(=O)NNS(=O)(=O)c2ccc(OC)c(OC)c2)c(OC)c1,-9,7,-1,23,-19,-25,2,18*,-1.1
Cc1cc(C)c(OCC(=O)NCCCn2nc(C)cc2C)c(C)c1,3,0,-1,0,0,5,1,11,0.3
Cc1ccc(Nc2cc(C)nc(N3CCOCC3)n2)cc1,-11,27,-2,4,-14,-1,-1,2,-0.8
O=C(CSc1nnc(-c2ccccc2)n1C1CCCCC1)N1CCCC1,7,-3,1,-7,16,8,0,-8,1.0
O=C(NCc1n[nH]c(=S)n1-c1ccc(Cl)c(Cl)c1)c1ccc(S(=O)(=O)N2CCCCC2)cc1,4,-6,-5,2,-1,10,-1,0,0.0
CCCCN(CCCC)S(=O)(=O)c1c(C)[nH]c(=O)[nH]c1=O,6,-2,0,11,-4,-13,0,4,1.6
COc1ccc(NCc2nnc(SCC(=O)c3ccc(OC)cc3)o2)cc1,-5,-10,-1,4,-15,3,2,-6,-2.1
C=CCc1c(C)nc2cc(-c3ccc(C)cc3)[nH]n2c1=O,-8,-3,-4,13,-19,10,-1,1,-0.1
CCCCNC(=O)C[C@@H]1C[C@@]2(C(=O)OC)CCCCC=C2N(Cc2ccc3c(c2)OCO3)C1=O,-15,-12,5,/,/,3,22,-15,/
O=C(COC(=O)CC1CC2CCC1C2)Nc1ccc(F)cc1Cl (centres undefined),4,2,-5,2,-8,4,-2,8,0.8
CNC(=O)c1[nH]cnc1C(=O)Nc1ccc(OC)cc1,0,-6,-1,-4,1,17,5,-7,-0.2
COc1cc(OC)cc(-c2nnc(SCc3cccnc3)o2)c1,0,5,0,-3,3,11,0,-6,0.6
CCN(CC(=O)Nc1c(F)cccc1F)C(=O)CNC(=O)c1ccc(Br)o1,-12,11,-2,5,-8,10,2,-1,1.7
Cc1ccc(C(=O)N2CCN(c3ccc(N4CCOCC4)nn3)CC2)cc1,1,14,-2,8,-18,1,0,0,0.2
CCN1CCN(c2cc(C)c3cc(NC(=S)N4CCCC(C)C4)ccc3n2)CC1 (centres undefined),-2,-9,-8,-3,5,-9,0,7,0.2
O=C1c2ccccc2-c2nc3ncnn3c(-c3ccccc3Cl)c21,1,-1,0,0,-3,6,1,-2,7.7
Cc1cccc(NS(=O)(=O)c2cccc(C(=O)N3CCN(S(=O)(=O)c4ccccc4)CC3)c2)c1,2,-4,-3,2,-5,11,6,-5,25
CCOC(=O)N1CCN(C(=O)CSCc2ccc(C)cc2)CC1,3,1,4,-1,18,-12,-2,13,-1.4
C#CCOc1ccccc1/C=C1/C(=O)ON=C1C,1,-4,-2,7,-7,-1,1,0,1.2
COc1ccccc1NC(=O)CN1CCN(CC(=O)Nc2cc(C)ccc2OC)CC1,-17,8,1,9,-12,-4,3,2,-1.9
Cc1ccc(NC(=O)C(c2ccccc2)N2CCN(CC(=O)NC3CC3)CC2)cc1Cl (centres undefined),-1,2,0,0,-5,18,3,1,-0.9
CCC(=O)OCc1c(C(F)(F)F)nn(C)c1Sc1ccc(Cl)cc1,2,-11,-4,-14,8,-4,-3,-3,-0.9
CC(Oc1ccccc1)c1ccnc(N)n1 (centres undefined),5,-8,0,0,-4,0,1,-2,-2.7
COC(=O)c1ccc(CSc2nc3ccccc3c(=O)n2C)o1,-4,-8,0,-15,10,3,8,1,-2.2
Cc1nc(SCc2ccc(O)c([N+](=O)[O-])c2)c([N+](=O)[O-])[nH]1,-3,7,3,12,-26,13,0,-7,-0.5
c1coc(CNc2ncnc3sc4c(c23)CCCCC4)c1,7,-2,-7,-9,21,-1,0,-8,-0.1
O=c1[nH]c(-c2ccc3c(c2)OCO3)nc2c1sc(=S)n2-c1ccccc1,-5,6,1,4,-7,9,4,-7,-1.0
O=C1Nc2ccccc2C(O)(C(=O)NCc2ccco2)N1c1ccccc1 (centres undefined),0,-4,2,2,4,3,2,-3,-0.2
CCOC(=O)Cn1c2[n+](c3ccccc31)CC(O)CS2 (centres undefined),0,-2,3,1,-10,-3,-1,1,-0.9
O=C(ON=C1CCN(S(=O)(=O)c2ccccc2)CC1)c1cccc(Cl)c1,8,-4,0,6,-7,6,1,-4,1.6
COC(=O)c1sc(N)c(C(=O)OC)c1Cn1ncc(Cl)c(Cl)c1=O,-16,3,-1,21,-13,-4,-1,-2,-0.4
COc1cccc(NC(=O)NCc2c(-c3ccccc3)noc2C)c1,6,-8,3,18,-18,5,4,-3,-4.1
Cc1ccc(NC(=O)c2cc(S(=O)(=O)N(C)C)ccc2N2CCCC2)cc1S(=O)(=O)N(C)C,16,-14,-5,-21,32*,-3,3,8,0.8
O=C(CCc1nc2ccccc2c(=O)[nH]1)Nc1ccc(F)cc1,-1,15,-1,17,-13,-1,5,-3,-0.6
CCc1cc(C(=O)OC)c(NC(=O)CCCC(=O)O)s1,-5,6,2,1,3,-5,0,9,-3.6
CC1(C)OC(=O)C(=CSc2ccc(C(C)(C)C)cc2)C(=O)O1,-3,1,-1,-3,2,-2,1,2,4.0
O=C(NCCc1ccccc1)C1Cc2c(-c3ccc(Cl)cc3)ccnc2O1 (centres undefined),-15,-2,-1,2,-10,-2,3,-2,/
COc1cc(CCN2C(=O)c3cccc4cccc(c34)C2=O)c(S(=O)(=O)NCCCO)cc1OC,8,-8,-4,-10,19,11,13,-32,-1.2

# Structural class, the compounds so far with an NH in an aromatic ring.
SMILES,CHRM4 antagonist,M4 PAM,M5 ag,M1 PAM,CHRM1 antagonist,M5 antag,M4 ag,M5 PAM,CRFBP-R2 agonist
COc1ccc(-c2cc(=O)[nH][nH]2)cc1OC,8,2,-1,-2,5,-8,0,2,-1.0
O=C(NCc1n[nH]c(=S)n1-c1ccc(Cl)c(Cl)c1)c1ccc(S(=O)(=O)N2CCCCC2)cc1,4,-6,-5,2,-1,10,-1,0,0.0
CCCCN(CCCC)S(=O)(=O)c1c(C)[nH]c(=O)[nH]c1=O,6,-2,0,11,-4,-13,0,4,1.6
C=CCc1c(C)nc2cc(-c3ccc(C)cc3)[nH]n2c1=O,-8,-3,-4,13,-19,10,-1,1,-0.1
CNC(=O)c1[nH]cnc1C(=O)Nc1ccc(OC)cc1,0,-6,-1,-4,1,17,5,-7,-0.2
Cc1nc(SCc2ccc(O)c([N+](=O)[O-])c2)c([N+](=O)[O-])[nH]1,-3,7,3,12,-26,13,0,-7,-0.5
O=c1[nH]c(-c2ccc3c(c2)OCO3)nc2c1sc(=S)n2-c1ccccc1,-5,6,1,4,-7,9,4,-7,-1.0
O=C(CCc1nc2ccccc2c(=O)[nH]1)Nc1ccc(F)cc1,-1,15,-1,17,-13,-1,5,-3,-0.6

# For reference, part of the list above.
SMILES,CHRM4 antagonist,M4 PAM,M5 ag,M1 PAM,CHRM1 antagonist,M5 antag,M4 ag,M5 PAM,CRFBP-R2 agonist
O=C(NCCc1ccccc1)C1Cc2c(-c3ccc(Cl)cc3)ccnc2O1 (centres undefined),-15,-2,-1,2,-10,-2,3,-2,/
COc1cc(CCN2C(=O)c3cccc4cccc(c34)C2=O)c(S(=O)(=O)NCCCO)cc1OC,8,-8,-4,-10,19,11,13,-32,-1.2
